West Nile antiviral: West Nile virus antiviral activity, cell-based, CPE readout (AID 1621) | CPE inhibition, % at 10 µM, or IC50 in µM where a hit was titrated | West Nile virus-infected cells, CPE inhibition; higher % means a stronger effect | actives 0.02% (n = 290,000); in the data active means a potency from the dose series; further: strong numbers were not always called active
PMI inhibition: human PMI inhibitors, high substrate, primary screen, biochemical, fluorescence intensity, high mannose 6-phosphate (AID 1220); inhibition, % at 20 µM, or IC50 in µM where a hit was titrated; recombinant PMI enzyme, coupled fluorescence intensity; higher % means a stronger effect; actives 0.66% (n = 190,000)
T cell HTS: modulates CD8 T cell binding to vesicles. 2C CD8+ T cell-vesicle binding, flow cytometry; hits give low values. calls only at 7 µM. actives 0.068% (n = 330,000). AID 2052;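 active means response, share of CD8 T cells binding vesicles, and their 90th percentile fluorescence all below set limits, cut at about 80% in these data, passing the limit was not always enough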
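Read-out – percent CD8+ FL2 mean versus row control · System – murine 2C transgenic CD8+ T lymphocytes · Times – 1.5 h cell–vesicle binding at 37 °C, then 20 min icy labelling · Control set – naked vesicles low, QL9 vesicles with vehicle high · Detection – cytometric PE anti-B7-1 and Alexa647 anti-CD8 signals after 1% paraformaldehyde fixation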
P. falciparum M17LAP: P. falciparum M17LAP inhibitors, primary screen, biochemical, fluorogenic H-Leu-NHMec substrate, 1536-well (AID 1619) | inhibition, % at 30 µM, or IC50 in µM where a hit was titrated | recombinant M17LAP, H-Leu-NHMec fluorogenic kinetic assay; higher % means a stronger effect | actives 0.38% (n = 220,000);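 active means compound inhibiting the enzyme by more than half at any dose during confirmatory dose-response retesting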;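 further: plate controls were full reaction with DMSO carrier for no effect and no enzyme background for full effect; strong numbers were not always called active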
human PMI inhibition: inhibitors of human PMI, primary screen, biochemical, fluorescence intensity, coupled assay (AID 1209); purified PMI enzyme, coupled fluorescence intensity; higher % means a stronger effect; inhibition, % at 20 µM, or IC50 in µM where a hit was titrated; actives 0.42% (n = 190,000);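 further: plate controls were DMSO vehicle for no effect and wells lacking substrate for full effect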
P. falciparum M1AAP: malaria alanyl aminopeptidase activity blockers – biochemical, fluorogenic H-Leu-NHMec substrate, 1536-well (AID 1445); recombinant M1AAP, H-Leu-NHMec fluorogenic kinetic assay; higher % means a stronger effect; inhibition, % at 30 µM, or IC50 in µM where a hit was titrated; actives 0.42% (n = 220,000);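 active means primary inhibition above the hit cutoff, then over 50% inhibition at one or more dose response concentrations, cut at about 23% in these data, passing the limit was not always enough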;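 further: plate controls were DMSO full reaction for no effect and no enzyme background for full effect; strong numbers were not always called active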
RSV CPE inhibition: RSV antiviral activity via CPE protection, HEp-2 cells, primary 10 µM value included (AID 2391); HEp-2 cells, RSV-induced CPE inhibition; higher % means a stronger effect; one-dose CPE inhibition, % at 10 µM; IC50 in µM for titrated hits; actives 0.13% (n = 310,000); in the data active means a potency from the dose series; further: strong numbers were not always called active
TNAP activation fold: human TNAP enzyme activators, primary screen, biochemical, luminescent, no phosphate acceptor, uHTS (AID 1001); purified TNAP, luminescent activation assay, no phosphate acceptor; higher activation fold means a stronger effect; activation fold at 20 µM, or EC50 in µM where a hit was titrated; actives 0.03% (n = 200,000); in the data active means activation fold from about 3, or a potency from the dose series; inactive means the rest, 99 in 100 with activation fold below about 1.6; further: many of its hits are not listed in these tables
K1F lysis inhibition: inhibition of K1F phage lysis, E. coli UTI89, bacterial capsule biogenesis inhibitors, alamar blue (AID 488966); E. coli UTI89 K1F phage lysis, alamar blue, 2 h; higher % means a stronger effect; inhibition, % at 100 µM, or IC50 in µM where a hit was titrated; actives 0.02% (n = 340,000);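 active means phage lysis inhibition, versus mean bacterial control, above a set limit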;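 further: capsule biogenesis inhibitors block K1F phage lysis so surviving cells raise fluorescence; higher fluorescence means more inhibition of phage lysis; actives were called in the ten point dose series up to 300 µM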
T cell HTS vesicle-bound %: recorded beside T cell HTS, whose call it bears; double positive events, %; measured here: CD8+ vesicle-bound cell fraction;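 binding gate set so that unloaded-vesicle control wells show 10% double positive cells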
* hit, by the source's call; i = inactive; . = not tested or not shown; & = joins results of further samples; [ ] = dose if it differs, or a comment. Unless noted, no stated cut-off is given here; in the data, active means inhibition above about 50%; inactive means the rest.

SMILES	West Nile antiviral	PMI inhibition	T cell HTS	T cell HTS vesicle-bound %	P. falciparum M17LAP	human PMI inhibition	P. falciparum M1AAP	RSV CPE inhibition	TNAP activation fold	K1F lysis inhibition
O=C(CSc1nnc(COc2ccccc2)o1)N1CCN(c2ccccc2)CC1	-0.2%	-3%	i	38	7%	-9%	-2%	1.5%	1.1	-1.4%
COCCN(CCOC)c1cc(C)c(C#N)c2nc3ccccc3n12	-0.1%	11%	i	43	-91%	12%	4%	1.2%	1.1	0.1%
Cn1nccc1C(=O)N1CCN(S(=O)(=O)c2ccc(Br)s2)CC1	-0.8%	.	i	69	.	.	.	0.9%	.	0.0%
OC(COc1ccc2ccccc2c1)CN1CCOCC1 (stereo not drawn)	0.1%	-7%	i	58	8%	-4%	4%	0.5%	1.1	-3.5%&2.5%
Cc1nn(CCC(=O)NCc2ccc(OC(C)C)cc2)c(=O)c2nn(-c3ccccc3)c(C)c12	-0.5%	.	i	48	.	.	.	1.3%	.	0.5%
O=C(NC(=S)Nc1nc2c(ccc3ccccc32)s1)c1cccs1	-1.4%	-9%	i	24	9%	-3%	2%	6.8%	0.8	1.3%
COc1cc(NC(=S)NCc2cccnc2)cc(OC)c1OC	-0.3%	3%	i	53	-4%	0%	5%	0.1%	1.1	0.3%
CCCSc1nnc(Nc2ccccc2C)s1	0.4%	10%	i	50	25%	12%	4%	7.7%	1.1	2.6%
COc1ccc(/C=N/Nc2cc(N3CCOCC3)ncn2)c(OC)c1	0.5%	.	i	58	.	.	.	3.0%	.	0.2%
O=C(c1cc2ccccc2oc1=O)N(Cc1ccccc1)Cc1ccc2c(c1)OCO2	-0.6%	10%	i	18	6%	14%	0%	1.2%	1	0.1%
Nc1nnc(CC(=O)N/N=C/c2cccc(OCCOc3ccccc3)c2)s1	0.3%	14%	i	42	9%	13%	9%	1.2%	1	0.1%
O=C(CCNc1n[nH]c(=O)[nH]c1=O)N/N=C/c1ccccc1Br	0.3%	-5%	i	67	2%	-5%	5%	-1.1%	1.1	1.8%

The final 2 entries of the section before come first, to join the parts.
SMILES	West Nile antiviral	PMI inhibition	T cell HTS	T cell HTS vesicle-bound %	P. falciparum M17LAP	human PMI inhibition	P. falciparum M1AAP	RSV CPE inhibition	TNAP activation fold	K1F lysis inhibition
Nc1nnc(CC(=O)N/N=C/c2cccc(OCCOc3ccccc3)c2)s1	0.3%	14%	i	42	9%	13%	9%	1.2%	1	0.1%
O=C(CCNc1n[nH]c(=O)[nH]c1=O)N/N=C/c1ccccc1Br	0.3%	-5%	i	67	2%	-5%	5%	-1.1%	1.1	1.8%
CC(=O)Nc1cc(C(=O)N2CCN(C)CC2)ccc1S(=O)(=O)c1ccc(C)cc1	0.5%	-5%	i	35	-2%	6%	-7%	1.3%	1.1	-2.0%
Cc1ccc(C(C)C)c(OCC(O)CN(C)Cc2ccccc2)c1 (stereo not drawn)	-1.5%	.	i	62	.	.	.	21%	.	0.1%
COc1ccc(-c2csc(N3CCN(c4cc5c(cc4Cl)nc(-c4ccncc4)n5CCOCCO)CC3)n2)cc1	-0.1%	.	i	19	.	.	.	6.6%	.	-2.0%
CCCc1nc2sc3c(c2c(=O)n1NC(=O)c1ccco1)CC(C)(C)OC3	-0.8%	9%	i	62	1%	6%	36µM*	1.5%	1	0.1%
Cc1ccc(C(=O)N2CCN(c3ncc(C(F)(F)F)cc3Cl)CC2)s1	0.0%	.	i	23	.	.	.	6.8%	.	0.1%
Cc1[nH]nc(SCC(=O)N2CCCC2)c1[N+](=O)[O-]	-0.2%	-7%	i	13	4%	-14%	0%	-1.6%	1	0.2%
O=C(OCC(=O)N1CCc2ccccc21)c1cncc(Br)c1	-0.3%	-8%	i	24	-2%	-10%	6%	2.6%	1	0.1%[50 µM]
Nc1cccc(C(=O)N/N=C/c2ccsc2)c1	0.1%	40%	i	45	2%	8%	0%	1.0%	1	0.2%
COCC(C)NS(=O)(=O)c1ccc(C(=O)NC(Cc2ccccc2)c2ccccc2)cc1 (stereo not drawn)	-0.2%	.	i	25	.	.	.	1.4%	.	-0.3%
COc1cc([N+](=O)[O-])cc2cc(C(=O)N3CCN=C3c3ccccc3)c(=O)oc12	-0.3%	14%	i	32	18%	4%	12%	-0.2%	1.1	-0.1%
CC(=O)c1ccc(Nc2nc(C)cc(C)n2)cc1	-0.1%	.	i	53	.	.	.	-0.5%	.	-2.0%
Cc1cccc(C)c1NC(=O)CNCC(=O)Nc1c(C)cccc1C	-0.1%	.	i	10	.	.	.	1.9%	.	0.1%
COc1cccc2oc3ccc(C#CC4(N)CCCCC4)cc3c(=O)c12	-1.9%	.	i	13	.	.	.	-3.2%	.	-0.6%
OC(CN1CCCCCC1)CN(c1ccccc1)c1ccccc1 (stereo not drawn)	-1.8%	.	i	22	.	.	.	1.1%	.	1.2%
Cc1cccc(OCCCC(=O)O)c1	0.1%	13%	i	48	7%	13%	11%	0.7%	1.1	0.1%
NC(Cc1c[nH]c2ccc(OCc3ccccc3)cc12)C(=O)O (stereo not drawn)	0.2%	.	i	48	.	.	.	0.0%	.	-0.1%
CN1CCN(/C(=N\O)c2nonc2N)CC1	0.2%	1%	i	17	-3%	0%	-9%	-0.5%	1.1	-0.3%
COC(=O)c1c(-c2ccccc2)csc1NC(=O)C1CC=CCC1C(=O)O (stereo not drawn)	0.9%	0%	i	53	7%	-7%	5%	2.0%	0.9	-1.3%
CCOC(=O)C1CCCN(CC(=O)Nc2cc(C)cc(C)c2)C1 (stereo not drawn)	0.0%	-22%	i	29	-4%	-20%	13%	1.5%	1.1	0.5%
COC(=O)C1=C(C)NC2=C(C(=O)c3ccccc32)C1c1ccc(-c2ccc(C(=O)O)cc2)o1 (stereo not drawn)	1.7%	-17%	i	37	3%	1%	0%	15%	0.9	-1.0%
CCN(CC)S(=O)(=O)c1ccc2[nH]c(=O)cc(C(=O)Nc3cccc(C(C)=O)c3)c2c1	0.4%	3%	i	55	6%	11%	11%	3.6%	1.1	-0.8%
CCNC(=O)CC1SC(=Nc2ccc(C)cc2)N(CC)C1=O (stereo not drawn)	-0.8%	5%	i	5	-7%	5%	6%	0.8%	1.1	4.8%
COc1cccc(OCc2cc(C(=O)N(C)CCOc3ccc(C)cc3)no2)c1	-1.1%	.	i	5	.	.	.	9.7%	.	0.4%
O=C(c1ccccc1Cl)N1CCC(n2cccc2)CC1	-0.1%	.	i	57	-5%	.	4%	8.9%	.	-0.9%
COc1cccc(N(C(=O)Cn2nnc(-c3ccc(C)o3)n2)C(C(=O)NC2CCCC2)c2ccncc2)c1 (stereo not drawn)	0.7%	.	i	21	.	.	.	0.7%	.	0.2%
Cc1nnc(SCC(=O)Nc2cc(Cl)ccc2Cl)n1CC1CCCO1 (stereo not drawn)	-0.7%	.	i	14	.	.	.	0.3%	.	0.2%
Cc1ccc(O)c(-c2cc(-c3ccccc3F)[nH]n2)c1	0.0%	20%	i	20	2%	23%	10%	6.8%	1	-0.6%
O=C(CN1C(=O)c2ccccc2S1(=O)=O)N1CCCCC1	0.0%	.	i	30	.	.	.	1.1%	.	0.3%
O=C(NC1(C(F)(F)F)N=C2SCCN2C1=O)c1ccccc1F (stereo not drawn)	0.0%	.	i	16	-3%	.	0%	1.4%	.	.
COc1ccccc1NS(=O)(=O)c1ccc2c(c1)NC(=O)CC(=O)N2	2.5%	.	i	14	.	.	.	3.0%	.	0.2%
CCOc1ccc(OCC)c(NC(=O)CSCC(=O)O)c1	-0.6%	-5%	i	12	3%	-2%	8%	0.3%	1.2	-0.2%
Cc1cccc(/C=C2/SC(=O)N(Cc3ccccc3)C2=O)n1	0.2%	-1%	i	60	6%	-8%	4%	0.6%	1	-1.1%
O=C(CCCn1cc([N+](=O)[O-])cn1)N1CCCCC1	0.5%	1%	i	46	-4%	-7%	4%	2.7%	1.1	0.1%
Cc1cccc2cc(COC(=O)c3cccnc3)c(=O)[nH]c12	1.2%	2%	i	15	-2%	-2%	3%	2.9%	0.9	0.1%
Cc1cccc2cc(C(c3nnnn3CC3CCCO3)N3CCCc4ccccc43)c(=O)[nH]c12 (stereo not drawn)	0.6%	46%	i	58	11%	23%	10%	14%	1.1	-0.2%
O=C(CN1C(=O)c2ccccc2C1=O)Nc1ccccc1F	-0.4%	-8%	i	42	39%	-5%	6%	2.3%	1.1	0.0%
COc1ccc(CNC(=O)/C=C/c2cc3c(cc2Br)OCO3)cc1	-0.2%	-3%	i	32	1%	-10%	5%	0.1%	0.9	0.1%
CCN1CCN(CCCNC(=O)C(NC(=O)C2CCC(C)CC2)C(C)C)CC1 (stereo not drawn)	0.0%	0%	.	.	-5%	-1%	2%	.	1.1	.
COCCN(C(=O)CCC(=O)Nc1cccnc1)C(C(=O)NC1CCCCC1)c1ccccc1 (stereo not drawn)	-0.7%	-9%	i	28	0%	-8%	1%	-0.2%	1.2	1.2%

Among those listed so far, these have an aryl methoxy group.
SMILES	West Nile antiviral	PMI inhibition	T cell HTS	T cell HTS vesicle-bound %	P. falciparum M17LAP	human PMI inhibition	P. falciparum M1AAP	RSV CPE inhibition	TNAP activation fold	K1F lysis inhibition
COc1cc(NC(=S)NCc2cccnc2)cc(OC)c1OC	-0.3%	3%	i	53	-4%	0%	5%	0.1%	1.1	0.3%
COc1ccc(/C=N/Nc2cc(N3CCOCC3)ncn2)c(OC)c1	0.5%	.	i	58	.	.	.	3.0%	.	0.2%
COc1ccc(-c2csc(N3CCN(c4cc5c(cc4Cl)nc(-c4ccncc4)n5CCOCCO)CC3)n2)cc1	-0.1%	.	i	19	.	.	.	6.6%	.	-2.0%
COc1cc([N+](=O)[O-])cc2cc(C(=O)N3CCN=C3c3ccccc3)c(=O)oc12	-0.3%	14%	i	32	18%	4%	12%	-0.2%	1.1	-0.1%
COc1cccc2oc3ccc(C#CC4(N)CCCCC4)cc3c(=O)c12	-1.9%	.	i	13	.	.	.	-3.2%	.	-0.6%
COc1cccc(OCc2cc(C(=O)N(C)CCOc3ccc(C)cc3)no2)c1	-1.1%	.	i	5	.	.	.	9.7%	.	0.4%
COc1cccc(N(C(=O)Cn2nnc(-c3ccc(C)o3)n2)C(C(=O)NC2CCCC2)c2ccncc2)c1 (stereo not drawn)	0.7%	.	i	21	.	.	.	0.7%	.	0.2%
COc1ccccc1NS(=O)(=O)c1ccc2c(c1)NC(=O)CC(=O)N2	2.5%	.	i	14	.	.	.	3.0%	.	0.2%
COc1ccc(CNC(=O)/C=C/c2cc3c(cc2Br)OCO3)cc1	-0.2%	-3%	i	32	1%	-10%	5%	0.1%	0.9	0.1%
